FN deposition inh = fibronectin deposition inhibition; AH1F fibroblasts, Alexa488-fibronectin deposition fluorescence, overnight; inhibition, % at 12.6 µM; hit rate 0.086% among 350,000; AID 743247;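 active = mean inhibition across replicates of 30% or more, regardless of how many single replicates reach that level; inconclusive = mean under 30% yet at least half of replicates reach 30%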;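 also: positive control wells lacked labelled fibronectin entirely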
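Assay system: AH1F fibroblasts / Quantity: 10000 cells per well / Medium: DMEM plus 2% serum, read in PBS / Reagent: labelled fibronectin 24 nM / Dosing: single dose, pinned / Times: 1 h cell attachment, overnight exposure to compound and label / Signal: fluorescence, ex 485 nm, em 525 nm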
DENV2 CPE = DENV2-induced cell death inhibition | DENV2-infected cells, cytopathic effect rescue, plate reader | CPE inhibition, % at 9.99 µM | hit rate 1.7% among 350,000; in the data active = CPE inhibition above about 20%, passing the limit was not always enough; inconclusive = no clear call, values can overlap the other calls; tested in BHK-21 cells;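 also: 0% = median of neutral control wells and 100% = median of positive control wells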
INS-1E GSIS act = GLuc luminescence reporter in INS-1E cells, primary screen for activators of glucose-dependent secretion of insulin. INS-1E GLuc reporter insulin secretion, 2-3 h. AID 743287. hit rate 0.61% among 370,000. activation, % at 16.6 µM;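 active = lowest replicate activation of at least 40%, so every replicate reaches that level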;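 also: 0% = median of neutral control wells and 100% = median of IBMX positive control wells; some compounds called inactive have numbers as strong as hits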
EWS-Fli block = inhibitors of EWS/Fli oncoprotein transcriptional activity. A673 NR0B1-luciferase reporter, viability-normalised. inhibition, % at 12.6 µM. hit rate 0.67% among 350,000;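 active = mean inhibition of at least 50% after viability correction, with every replicate also passing that limit; inconclusive = mean reaches 50% but only one of two replicates passes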;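 also: firefly luciferase signal divided by Alamar Blue viability fluorescence both relative to DMSO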
PAX8 reporter = lowers PAX8-driven luciferase in RMG-I cells; RMG-I TPO-luciferase reporter, SteadyGlo, 24 h; inhibition, % at 12.6 µM; hit rate 1.2% among 360,000; AID 652154;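 active = mean replicate inhibition at least 60% with every replicate also reaching 60%; inconclusive = only one of the two criteria is met; inactive = mean below 60% and not all replicates reaching 60%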;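 also: luciferase light reporting Pax8 driven TPO promoter activity; plate controls were median of neutral control wells for no effect and mitoxantrone controls for full effect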
F508del corr = CFTR F508del correction in bronchial cells; activity (quench increase), % at 7.58 µM; AID 720511; hit rate 0.36% among 350,000; CFBE cells, YFP halide quenching; stimulated with forskolin plus potentiator P3; % fluorescence drop versus neutral controls;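 active = mean added fluorescence quench of at least 8% versus neutral control, with both replicates also reaching 8%; inconclusive = only one of the mean or replicate conditions met; inactive = mean below 8% and not both replicates reaching 8%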;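 also: cells transiently co-express mutant CFTR-F508del with the halide-sensitive YFP; corrector assay measuring rescue of mutant channel to the surface after 24 h compound exposure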
miR122 inh = miR-122 inhibition in Huh7 cells; Huh7 miR-122 Renilla luciferase sensor, 48 h; neutral wells = 0, positive control = 100; activation (reporter increase), % at 12.5 µM; hit rate 0.3% among 340,000; AID 602342;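 active = mean replicate activation score at least 90 and every replicate individually at or above 90; inconclusive = only one of the two criteria met; inactive = neither criterion met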;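 also: higher luciferase means less miR-122 activity so hits act as miR-122 inhibitors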
An asterisk follows results filed as active; u = inconclusive; x = not tested or not shown; [ ] = another dose, or the depositor's remark.

No. | structure | FN deposition inh | DENV2 CPE | INS-1E GSIS act | EWS-Fli block
1 | O=C(C1CCOCC1)N1CC(=O)N2[C@@H](CO)[C@@H](c3ccc(C#CC4CCCC4)cc3)[C@@H]2C1 | -5 | 7 | -8 | -5
2 | C[C@@H]1CN([C@H](C)CO)S(=O)(=O)c2ccc(/C=C/c3ccccc3)cc2O[C@@H]1CN(C)C(=O)CN1CCOCC1 | x | -3 | 1 | -12
3 | CCOC(=O)Cn1c(=NC(=O)CN2C(=O)CCC2=O)sc2cc(S(N)(=O)=O)ccc21 | 0 | 0 | 3 | -5
4 | C#Cc1cccc(C(=O)N(Cc2cccnc2)CC2CCCN(C3CCCCC3)C2)c1 (centres undefined) | 3 | -7 | x | 0
5 | COc1ccc(C2=NOC(C)(c3nnc(-c4ccc(Cl)cc4)o3)C2)cc1 (centres undefined) | -6 | 16 | 4 | -10
6 | CCOC(=O)N1CC=C2C(C#N)=C(N)C(C#N)(C#N)[C@H](c3cccs3)C2C1 (some centres undefined) | 9 | x | x | x
7 | COc1ccc(Cn2c(=O)c3cccnc3n(Cc3ccc([N+](=O)[O-])cc3)c2=O)cc1 | 21 | u | 9 | -21
8 | C1=C(c2ccccc2)Nc2ccccc2N=C1c1ccccc1 | -2 | x | -21 | x
9 | CC(C)[C@@H](NC(=O)C1CCN(C(=O)[C@@H]2CCCN2C(=O)OC(C)(C)C)CC1)C(=O)NCc1ccc(F)cc1 | x | -9 | x | -2
10 | COCCCNc1ccn2nc(-c3ccc(OCCN4CCOCC4)cc3)cc2n1 | 0 | 1 | x | -26
11 | CCCCN1CC(CO)Oc2cccc(F)c2S1(=O)=O (centres undefined) | -3 | -6 | 0 | 1
12 | O=C(C[C@@H]1CC[C@@H]2[C@H](COC[C@H](O)CN2Cc2ccccc2F)O1)N[C@H]1CCN(Cc2ccccc2)C1 | 0 | -6 | 5 | 18

No. | PAX8 reporter | F508del corr | miR122 inh
1 | x | 1.2 | x
2 | 4 | -1.1 | -22[16.7 µM]
3 | -20 | 2.1 | 4
4 | -7 | 0.3 | 6
5 | 10 | -1.9 | x
6 | -1 | x | -7
7 | 8 | 2.9 | x
8 | -49 | x | x
9 | x | -2.4 | 1
10 | -20 | 0.5 | x
11 | 12 | -1.0 | 2
12 | 20 | -1.2 | -7[16.7 µM]

The listing continues:
No. | structure | FN deposition inh | DENV2 CPE | INS-1E GSIS act | EWS-Fli block
13 | O=C(NC1CCCC1)c1nc(-c2c(F)cccc2F)oc1-c1ccccc1 | 5 | 22* | 8 | 17
14 | CCOc1ccc(Cl)cc1-c1cc(C(=O)NCc2ccccc2)[nH]n1 | 12 | 1 | -39 | 3
15 | CCOC(=O)C1=C(COc2ccc(C)cc2)NC(=O)NC1c1cc(C)ccc1C (centres undefined) | 5 | x | 7 | x
16 | O=C(CN1C(=O)NC2(CCCCC2)C1=O)Nc1ccccc1Cl | 1 | x | -2 | x
17 | CCc1ccc(NC(=O)CN2C(=O)COc3ccc(S(=O)(=O)N4CCCC4)cc32)cc1 | 1 | -5 | -49 | -1
18 | N#Cc1ccc(NC(=O)Nc2ccc(Oc3ccc(NC(=O)Nc4ccc(C#N)cc4)cc3)cc2)cc1 | -11 | -5 | -8 | 19
19 | CCc1nc2ccccc2c(=O)n1NC(=O)c1c(O)c2ccccc2[nH]c1=O | -13 | x | x | x
20 | CCOC(=O)N(C)C[C@@H]1OCc2ccccc2-c2c(n(C)c3ccccc23)C(=O)N([C@@H](C)CO)C[C@@H]1C | -2 | 8 | -14 | -7
21 | O=C(NC1CCCC1)c1cc(=O)[nH]c2ccccc12 | 2 | 6 | 15 | 1
22 | CCCNC(=O)C[C@H]1CC[C@@H]2[C@@H](COc3ccc(NC(=O)C4CCCC4)cc3C(=O)N2C)O1 | x | 3 | 3 | 2
23 | Cc1nc2cc(NC(=O)c3ccc(Cl)cc3)ccc2n1C | -5 | 4 | 10 | -3
24 | O/N=C(\c1ccccn1)C1CC1c1ccccc1 (centres undefined) | 10 | -1 | -23 | -11

No. | PAX8 reporter | F508del corr | miR122 inh
13 | -1 | 2.0 | x
14 | -6 | -4.0 | 7
15 | 27 | x | x
16 | x | x | -9
17 | 3 | -0.7 | 3
18 | 73* | -3.6 | -30
19 | -1 | x | -7
20 | x | 0.0 | x
21 | 6 | 1.0 | 4
22 | -9 | -1.5 | 0[16.7 µM]
23 | 4 | -0.3 | -9
24 | 8 | 0.8 | x

More entries follow.
No. | structure | FN deposition inh | DENV2 CPE | INS-1E GSIS act | EWS-Fli block
25 | COc1ccc(-c2csc3ncnc(Nc4ccc(O)cc4)c23)cc1 | 6 | -3 | 11 | 11
26 | Cc1nnc(SCC(=O)NCC2CCCO2)n1Cc1ccccc1 (centres undefined) | -6 | 1 | 14 | 5
27 | CC(=O)N1CCCCN2[C@H](CO)[C@@H](c3ccc(-c4ccccc4)cc3)[C@H]2C1 | 2 | -1 | 11 | -1
28 | CCOC(=O)c1cc(S(=O)(=O)N(C)Cc2ccccc2)cn1C | -4 | 6 | x | -1
29 | COc1ccc(C(=O)Nc2nnc(SCC(=O)NCC3CCCO3)s2)cc1OC (centres undefined) | 1 | 2 | 30 | -11
30 | O=C(NC(=S)N1CCN(c2ccc([N+](=O)[O-])cc2)CC1)c1ccccc1F | -2 | 4 | 9 | 10
31 | CCOC(=O)C1(CCc2ccccc2)CCN(C(=O)C2=C(C)OCCO2)CC1 | -3 | x | 3 | -35
32 | COc1ccccc1S(=O)(=O)N1CC[C@@H]2[C@H]1c1cc(-c3ccc(C#N)cc3)ccc1N(C)[C@H]2CO | -8 | 1 | -23 | 10
33 | O=[N+]([O-])/C=C/c1cn(Cc2ccc(F)cc2)c2ccccc12 | -7 | x | -8 | x
34 | COc1ccc(NC(=O)COC(=O)C23CC4CC(CC(NC(C)=O)(C4)C2)C3)cc1S(=O)(=O)N1CCOCC1 | 2 | -1 | 14 | 4
35 | CC1(C(=O)Nc2ccc(Cl)cc2)Cc2c(-c3cccc(C(F)(F)F)c3)ccnc2O1 (centres undefined) | 2 | -12 | -14 | 19
36 | N=C1/C(=C\c2coc3ccc(O)cc3c2=O)C(=O)N=C2SC=CN12 | 8 | 6 | 4 | 1

No. | PAX8 reporter | F508del corr | miR122 inh
25 | 6 | 1.2 | x
26 | x | 1.9 | -4
27 | -5 | -2.4 | 3[16.7 µM]
28 | 13 | 2.0 | 20
29 | x | -1.2 | -1
30 | 14 | x | x
31 | -27 | -5.2 | -2
32 | -16 | 2.1 | 0[16.7 µM]
33 | x | x | -4
34 | 5 | 2.5 | 0
35 | 10 | 0.7 | 2
36 | 11 | 1.8 | x

Going on with the list.
No. | structure | FN deposition inh | DENV2 CPE | INS-1E GSIS act | EWS-Fli block
37 | CC(=O)Nc1cc(C(=O)NCc2ccco2)ccc1Sc1ccc(C)cc1 | 2 | x | 6 | x
38 | OC[C@H]1[C@@H](c2ccc(-c3ccc(F)cc3)cc2)[C@@H]2CN(Cc3ccccn3)CCCCN12 | x | 29* | 8 | -18
39 | Nc1ccc(-c2ncc(-c3ccccc3)o2)cc1 | -5 | -5 | 12 | 65*
40 | CO[C@@H]1CN(C)C(=O)c2ccc(NC(C)=O)cc2OC[C@@H](C)N(CCc2ccccc2)C[C@@H]1C | -20 | 6 | -11 | -5
41 | Cc1cc(C)n2nc(SC(C)C(=O)NCc3ccco3)nc2n1 (centres undefined) | -2 | x | x | x
42 | Cc1nn(Cc2ccc(Cl)cc2Cl)c(C)c1NC(=O)CCl | -8 | x | x | x
43 | COC(OC)c1nc(SCC(=O)Nc2cccc(Cl)c2)ncc1C(=O)O | -12 | 5 | -12 | 10
44 | Cc1cc(Cl)c2ccc(Cl)cc2n1 | 11 | -4 | 5 | -5
45 | Cc1noc(C)c1NC(=O)N(C)C[C@H]1OCc2ccccc2-c2ccccc2C(=O)N([C@@H](C)CO)C[C@@H]1C | -12 | 10 | 2 | -7
46 | CN1C(=O)c2cc(NC(=O)c3ccc(F)cc3)ccc2OC[C@H]2O[C@H](CC(=O)O)CC[C@H]21 | -1 | 35* | 5 | -1
47 | CCOC(=O)C1CCCN(C(=O)c2ccc3c(c2)N(C)C(=O)/C(=C/c2ccccc2Cl)S3)C1 (centres undefined) | -10 | -5 | 5 | 7
48 | O=C(C1CCCC1)N1CC2(C1)[C@@H](c1ccccc1)[C@@H](CO)N2CC1CC1 | -1 | 0 | 2 | 2

No. | PAX8 reporter | F508del corr | miR122 inh
37 | 7 | x | -13
38 | -7 | -0.4 | 5[16.7 µM]
39 | -33 | 0.6 | -4
40 | x | 1.0 | x
41 | -15 | x | -6
42 | 4 | x | -4
43 | 12 | -1.9 | 31
44 | 10 | 1.8 | x
45 | -7 | -4.3 | x
46 | 5 | -1.6 | 1[16.7 µM]
47 | 20 | -3.9 | -10
48 | x | 2.1 | x

3 entries already listed, ordered by SMILES length, ascending.
No. | structure | FN deposition inh | DENV2 CPE | INS-1E GSIS act | EWS-Fli block
39 | Nc1ccc(-c2ncc(-c3ccccc3)o2)cc1 | -5 | -5 | 12 | 65*
42 | Cc1nn(Cc2ccc(Cl)cc2Cl)c(C)c1NC(=O)CCl | -8 | x | x | x
47 | CCOC(=O)C1CCCN(C(=O)c2ccc3c(c2)N(C)C(=O)/C(=C/c2ccccc2Cl)S3)C1 (centres undefined) | -10 | -5 | 5 | 7

No. | PAX8 reporter | F508del corr | miR122 inh
39 | -33 | 0.6 | -4
42 | 4 | x | -4
47 | 20 | -3.9 | -10

(more compounds)
No. | structure | FN deposition inh | DENV2 CPE | INS-1E GSIS act | EWS-Fli block
49 | COC(=O)CCN(Cc1cc(OC)ccc1OC)S(=O)(=O)c1ccccc1Br | 11 | 0 | 3 | 0
50 | COc1ccc2c(c1)O/C(=C\c1ccccc1C)C2=O | 11 | -2 | 23 | -77
51 | CO[C@@H]1CN(C)C(=O)c2ccc(NC(=O)C3CC3)cc2OC[C@@H](C)N(C)C[C@H]1C | -17 | -9 | -2 | 10
52 | COc1ccc(NC2CCCN(C(=O)c3ccc(CSC)o3)C2)cc1OC (centres undefined) | 4 | -6 | 12 | x
53 | CC(C)C#Cc1ccc2c(c1)O[C@H](CN(C)CC1CCOCC1)[C@@H](C)CN([C@H](C)CO)S2(=O)=O | -2 | -3 | -19 | 32
54 | Cc1ccc(NC(=O)NC2CC(=O)N(c3ccc4c(c3)OCCO4)C2)cc1C (centres undefined) | 3 | 1 | -24 | -4
55 | COc1cccc(S(=O)(=O)N2CCCCN3[C@H](CO)[C@@H](c4ccc(C#CC(C)C)cc4)[C@H]3C2)c1 | x | 16 | -27 | 3
56 | CN1C(=O)c2cc(NC(=O)c3ccc(F)cc3)ccc2OC[C@@H]2O[C@@H](CC(=O)NC3CCC3)CC[C@H]21 | -8 | -1 | 12 | -14
57 | CC=Cc1ccc2n(c1=O)C[C@H]1[C@H](CO)[C@@H](C(=O)NC3Cc4ccccc4C3)N(CCC)[C@@H]21 (mixture of isomers) | x | 0 | -10 | -4
58 | CN(C)C(=O)c1cccc(-c2cccc(-c3nc(C(=O)NCc4ccccc4)cc4c3[C@@H](CCO)N([S@](=O)C(C)(C)C)C4)c2)c1 | 19 | -1 | 10 | 0

No. | PAX8 reporter | F508del corr | miR122 inh
49 | -2 | 1.3 | 2
50 | -85 | 2.6 | -7
51 | -28 | -5.4 | x
52 | -2 | 0.6 | -7
53 | x | -2.3 | 33[16.7 µM]
54 | -15 | -1.2 | -15
55 | 41 | 0.6 | -27[16.7 µM]
56 | -3 | 0.0 | 2[16.7 µM]
57 | 4 | -1.9 | -9[16.7 µM]
58 | 7 | -1.6 | x

High-throughput results: PubChem BioAssay, Broad Institute

Not a hit list; any-hit rate near 3.9%.
